Bioassay records from PubChem BioAssay.
DENV2 CPE = protects cells from dengue virus 2 cytopathic effect; 350,000 compounds, 1.7% hits; CPE inhibition, % at 9.99 µM; DENV2-infected cells, cytopathic effect rescue, plate reader; in the data active means CPE inhibition above about 20%, passing the limit was not always enough; inconclusive means no clear call, values can overlap the other calls; tested in BHK-21 cells;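 further: 0% = median of neutral control wells and 100% = median of positive control wells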
XiGFP reactiv = reactivates the inactive X chromosome in mouse fibroblasts. 360,000 compounds, 0.055% hits. activation, % at 7.58 µM. XiGFP mouse fibroblasts, % GFP-positive cells imaging, 3 d; cells co-treated with 5-aza-dC sensitizer; scaled so ellipticine positive control = 100%. AID 743238;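 active means mean normalized replicate activation at least 10% and every replicate at or above 10%; inconclusive means only one of the two criteria met; inactive means mean below 10% and not all replicates reach 10%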;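 further: 0% = median of on-plate neutral control wells and 100% = ellipticine 6 µM median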
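System: XiGFP fibroblasts, SV40-immortalized. Medium: DMEM plus 5-aza-dC sensitizer. Doses: single point. Timing: 3 d treatment, 15 min room-temperature fixation. Control set: ellipticine 6 µM.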
RAD52 anneal inh = RAD52 (human) annealing inhibition. P43351. recombinant RAD52 DNA annealing, FRET fluorescence. inhibition, % at 18.7 µM. 360,000 compounds, 0.46% hits;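 active means every replicate showing at least 50% inhibition; inconclusive means mean inhibition at least 50% but not in every replicate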
F508del corr = CFTR F508del correction in bronchial cells. CFBE cells, YFP halide quenching; stimulated with forskolin plus potentiator P3; % fluorescence drop versus neutral controls. activity (quench increase), % at 7.58 µM. 350,000 compounds, 0.36% hits. AID 720511;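 active means mean added fluorescence quench of at least 8% versus neutral control, with both replicates also reaching 8%; inconclusive means only one of the mean or replicate conditions met; inactive means mean below 8% and not both replicates reaching 8%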;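 further: cells transiently co-express mutant CFTR-F508del with the halide-sensitive YFP; corrector assay measuring rescue of mutant channel to the surface after 24 h compound exposure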
RAD54 inh = inhibitors of human RAD54 branch migration. Q92698. RAD54 Holliday junction branch migration, FAM/BHQ fluorescence. inhibition, % at 10.4 µM. 360,000 compounds, 0.14% hits. AID 602329;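 active means mean normalized replicate activity at least 40 and at least half of replicates scoring 40 or more; inconclusive means only one of the two criteria met; inactive means mean below 40 and under half of replicates reaching 40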;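 further: 0% = median of neutral control wells and 100% = median of positive control wells; inhibitors cause a drop in the FAM fluorescence signal; in these data hits start at about 50%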
Target sequence (Q92698 whole entry, looked up): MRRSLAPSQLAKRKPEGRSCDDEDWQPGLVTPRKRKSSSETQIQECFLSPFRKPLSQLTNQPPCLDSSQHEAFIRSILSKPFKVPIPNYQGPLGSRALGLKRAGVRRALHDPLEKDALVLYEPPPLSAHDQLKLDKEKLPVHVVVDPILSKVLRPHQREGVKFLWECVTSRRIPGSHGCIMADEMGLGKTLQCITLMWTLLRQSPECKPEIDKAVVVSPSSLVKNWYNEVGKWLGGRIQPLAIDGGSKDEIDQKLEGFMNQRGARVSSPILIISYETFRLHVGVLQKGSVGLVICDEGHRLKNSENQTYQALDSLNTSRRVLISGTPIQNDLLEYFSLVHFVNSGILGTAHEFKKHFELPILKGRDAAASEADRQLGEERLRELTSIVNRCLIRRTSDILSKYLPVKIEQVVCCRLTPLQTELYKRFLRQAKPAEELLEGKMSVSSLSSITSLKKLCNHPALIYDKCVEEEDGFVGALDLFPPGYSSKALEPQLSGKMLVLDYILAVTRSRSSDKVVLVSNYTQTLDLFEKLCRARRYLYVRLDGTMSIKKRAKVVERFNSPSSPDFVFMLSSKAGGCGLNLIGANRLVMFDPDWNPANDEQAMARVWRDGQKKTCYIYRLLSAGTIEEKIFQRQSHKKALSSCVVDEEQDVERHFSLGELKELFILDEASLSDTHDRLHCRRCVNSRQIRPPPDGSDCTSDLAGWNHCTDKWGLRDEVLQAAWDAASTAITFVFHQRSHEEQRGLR
Casp6 inh = inhibitors of human caspase-6; P55212; 350,000 compounds, 0.53% hits; purified caspase-6, Z-VEID-R110 cleavage fluorescence; inhibition, % at 12.5 µM; AID 686996;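 active means mean inhibition across replicates at least about 35%, with every replicate also reaching that limit, limit read from the data; inconclusive means only one of the two criteria met; inactive means neither criterion met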;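 further: 0% = median of neutral control wells and 100% = no fluorescence left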
Target sequence (P55212 24-179 limits assumed): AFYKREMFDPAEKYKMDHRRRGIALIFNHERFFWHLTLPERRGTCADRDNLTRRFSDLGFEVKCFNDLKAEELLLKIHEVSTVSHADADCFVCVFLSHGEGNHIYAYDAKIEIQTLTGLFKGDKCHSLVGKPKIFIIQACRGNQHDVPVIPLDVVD
Target sequence (P55212 194-293 limits assumed): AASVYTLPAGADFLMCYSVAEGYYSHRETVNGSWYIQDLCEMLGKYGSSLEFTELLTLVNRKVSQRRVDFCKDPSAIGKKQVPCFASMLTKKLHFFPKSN
E-sel inducer = induces E-selectin expression in human endothelial cells | HUVEC E-selectin immunofluorescence imaging; normalized: neutral wells 0, TNF-alpha wells 100 | activation, % at 7.58 µM | P16581 | 260,000 compounds, 0.37% hits;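 active means mean E-selectin-positive cell signal at least 10% of the positive control, reached in at least 60% of replicates, without over 20% cell loss; inconclusive means no rule given, readout overlaps actives, possibly toxicity-flagged; inactive means the rest, including those meeting only one limit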;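 further: in these data hits start at about 27%; measured in HUVEC primary endothelial cells; signal is the percent of cells scored E-selectin positive by PE staining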
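Test system: HUVEC; input: 3,000 HUVEC/well; measured by: immunofluorescence imaging; read-out: % PE-positive cells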
INS-1E GSIS act = primary screen for activators of insulin secretion dependent on glucose, INS-1E cells, GLuc reporter luminescence; INS-1E GLuc reporter insulin secretion, 2-3 h; activation, % at 16.6 µM; 370,000 compounds, 0.61% hits; AID 743287;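 active means lowest replicate activation of at least 40%, so every replicate reaches that level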;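 further: 0% = median of neutral control wells and 100% = median of IBMX positive control wells; some compounds called inactive have numbers as strong as hits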
* hit, by the source's call; u = inconclusive; x = no result given.

#	compound	DENV2 CPE	XiGFP reactiv	RAD52 anneal inh	F508del corr	RAD54 inh	Casp6 inh	E-sel inducer	INS-1E GSIS act
1	Cc1nc(C)c(C(=O)N2CCCC(C(=O)c3ccc(Cl)cc3C)C2)s1 (configuration not stated)	0.3	-0.1	6.2	2.3	4.5	2.1	x	22.1
2	FC(F)Oc1ccc(-c2csc(=Nc3cccnc3)n2CC2CCCO2)cc1 (configuration not stated)	0.3	-0.1	-18.9	x	1.5	-0.9	0.7	-65.3
3	COCC(=O)Nc1ccc2c(c1)OC[C@@H](C)N(Cc1ccccc1OC)C[C@@H](C)[C@@H](OC)CN(C)C2=O	x	0.1	x	-0.2	x	x	-0.1	-1.0
4	COc1ccc([C@H]2CC(=O)C=C(c3cc(C=O)ccc3OC)C2)cc1OC	-2.1	0.1	-16.6	1.7	3.1	2.2	-0.1	30.5
5	Cc1cc(OCc2cccc(S(=O)(=O)N3CCOCC3)c2)ccc1Cl	-3.8	-0.1	-20.9	-0.7	7.5	1.4	x	-31.9
6	COc1ccccc1-c1ccccc1[C@@H]1[C@@H](CO)N(C(=O)C2CCOCC2)[C@H]1C#N	-7.5	0.0	2.9	0.4	x	2.2	-0.1	4.0
7	Cc1nc2ccccc2n1C(=O)c1ccccc1[N+](=O)[O-]	-3.1	0.9	6.4	x	-4.6	-3.0	-2.6	5.3
8	CCCCn1nnnc1C(c1cc2ccccc2o1)N1CCN(C(=O)OC(C)(C)C)CC1 (configuration not stated)	3.6	0.0	1.5	5.9	x	-0.1	-0.1	-23.9
9	O=C(Nc1nccs1)c1cn2ccccc2n1	x	0.7	-13.9	-0.9	x	-2.7	0.4	24.3
10	CCCN1C2CCCC1CC(NC(=O)c1ccccc1Br)C2 (configuration not stated)	u	0.1	11.4	0.0	-4.7	1.6	0.3	12.0
11	Cc1ccc(S(=O)(=O)N2CCCCC2)cc1NC(=O)CSc1ncn[nH]1	2.0	-0.1	-7.2	1.6	-0.3	-3.7	0.2	30.1
12	O=C(c1ccccn1)N1C[C@H]2[C@@H](c3ccccc31)[C@@H](CO)N2C(=O)CC1CC1	13.8	0.1	-9.8	2.8	-18.4	3.1	-0.4	13.3
13	CC(=O)Nc1ccc(NC(=O)c2sc(-c3ccccc3)nc2C)cc1	-0.9	0.1	-4.9	-4.1	2.1	0.2	0.0	6.5
14	COC(=O)CC(=O)N1CCN(c2ccc(Cl)c(Cl)c2)CC1	5.7	-0.1	-19.7	1.4	x	-0.6	x	-26.7
15	O=C(O)CNc1nc(-c2ccccc2)nc2ccccc12	-0.8	x	-12.4	-1.7	0.6	0.3	x	9.8
16	C[C@@H]1CN([C@@H](C)CO)C(=O)Cc2cc(NS(=O)(=O)c3ccc(Cl)cc3)ccc2O[C@H]1CN(C)C	4.3	-0.5	0.8	-1.5	-1.0	1.5	x	26.5
17	O=C(CCSc1ccccn1)c1ccccc1	-3.7	0.4	-17.1	-2.2	5.4	3.1	x	21.6
18	CS(=O)(=O)c1ccc(Cl)c(NC(=O)COC(=O)CNC(=O)c2sc3ccccc3c2Cl)c1	3.4	-0.1	-16.5	-1.4	1.6	0.6	1.1	16.5
19	C[C@H]1CN([C@@H](C)CO)C(=O)c2cccc(NC(=O)Nc3ccc(F)cc3)c2O[C@@H]1CN(C)Cc1ccc(-c2ccccc2)cc1	16.6	-0.2	-8.3	-2.3	1.3	0.3	2.1	-3.5
20	CCOC(=O)c1cn(Cc2cccc(Cl)c2)nn1	2.0	0.0	-26.9	x	4.7	-5.7	x	7.3
21	CCOc1ccccc1NC(=O)c1cccc(S(=O)(=O)N(Cc2ccccc2)c2ccccc2OC)c1	0.4	-0.1	-45.3	x	-8.2	0.6	2.2	x
22	CCOC(=O)N/N=C/C(Cl)=C/c1ccccc1	-1.9	0.3	-13.9	-1.8	12.3	7.9	1.3	11.1
23	Oc1ccc(Cl)cc1CNc1cccc2cccnc12	-1.0	0.0	-6.7	2.7	6.3	83.9*	x	-6.9
24	CCOCC(=O)Nc1ccc(S(=O)(=O)N2CCC(c3nc4ccccc4[nH]3)CC2)cc1	5.0	0.0	0.4	2.7	0.6	-0.6	x	-2.4
25	CNC(=O)c1sc(-c2cccs2)nc1C	0.1	0.1	-13.9	-0.7	9.7	0.7	10.9	2.2
26	O=C(C[C@H]1C[C@@H]2c3cc(NC(=O)CC4CC4)ccc3O[C@@H]2[C@H](CO)O1)NCc1ccccc1	97.7*	0.4	-9.6	-1.3	-6.6	-3.3	1.1	-0.2
27	CCC(C)c1ccc(NC(=O)c2cnn3c(C(F)F)cc(C)nc23)cc1 (configuration not stated)	-2.0	0.0	-10.0	-1.0	-2.2	1.4	x	-2.5
28	COc1ccc(C(=O)OCCOc2cccc(Cl)c2)cc1S(=O)(=O)N1CCOCC1	-0.3	-0.1	19.9	-2.3	7.0	-191.7	-0.9	-6.9
29	CCOC(=O)c1ccccc1NC(=O)CSc1nc2ccncc2[nH]1	1.6	0.3	-5.2	-1.7	8.4	-3.3	x	20.7
30	COc1ccc2nc(C)cc(SCC(=O)N/N=C/c3ccc(O)c(O)c3)c2c1	-2.2	0.0	-8.8	-1.2	x	8.0	x	-2.3
31	CC(=O)c1c(C)[nH]c(C(=O)OCC(=O)c2ccc(Br)cc2)c1C	10.2	0.0	-23.6	2.4	5.2	2.1	0.4	15.2
32	O=C(CSc1nnc(-c2ccc(F)cc2)c2ccccc12)Nc1ccccc1	8.0	0.2	-9.2	x	x	-2.1	x	20.9
33	COc1ccc(C(O)(C2CCCCC2)C(CN2CCOCC2)c2ccccc2)cc1 (configuration not stated)	7.2	0.0	2.8	-2.4	-25.9	5.0	x	-39.7
34	O=C(Nc1ccc(Cl)c(S(=O)(=O)N2CCOCC2)c1)c1n[nH]c(=O)c2ccccc12	-5.8	-0.6	-9.5	-1.2	2.0	-4.1	1.8	24.3
35	O=C(CC(c1ccccc1)c1ccccc1)N1CCN(c2ccccn2)CC1	x	0.0	9.1	-0.7	1.2	0.6	0.0	-20.8
36	O=C(CC(Cc1ccccc1)c1ccco1)NCc1ccco1 (configuration not stated)	0.5	0.0	-15.5	-0.5	-29.1	1.2	1.4	-6.5
37	CNC[C@@H]1OCCCC[C@H](C)Oc2ccc(NS(C)(=O)=O)cc2C(=O)N([C@@H](C)CO)C[C@@H]1C	131.5*	-1.1	-2.5	-1.6	1.1	-1.2	-0.3	33.4
38	CCOC(=O)N1CCN(C(=O)c2cc(COc3cccc(C(C)=O)c3)on2)CC1	-2.5	1.0	-12.2	0.5	-1.3	0.4	0.3	-2.9
39	FC(F)(F)c1cccc(NC(=S)NCC(c2cccnc2)N2CCOCC2)c1 (configuration not stated)	-5.3	0.5	-5.3	x	x	-2.7	0.4	-29.5
40	COc1ccc(NC(=O)CSCC(=O)N(C)CCOc2ccc(Cl)cc2)cc1	4.2	0.2	-7.5	-0.3	5.0	2.0	-0.1	-24.4
41	O=C(NCCCN1CCCC1=O)c1cc2c(s1)CCCCC2	-4.4	0.0	-10.7	0.2	4.3	-0.1	x	-0.6
42	O=C(NC(=S)Nc1ccc(Cc2ccncc2)cc1)c1ccccc1Cl	x	0.0	x	2.2	3.2	x	0.2	16.9
43	C[C@@H](CN1CCC(Cc2ccccc2)CC1)[C@@H](O)c1ccc(O)cc1	1.5	0.1	-2.8	0.4	-10.5	0.3	1.4	x
44	C[C@@H]1CN([C@@H](C)CO)C(=O)c2cc(NS(=O)(=O)c3ccc(F)cc3)ccc2O[C@@H](C)CCCCO[C@H]1CN(C)CC1CC1	4.5	0.1	31.3	0.7	2.8	-0.4	-0.1	-12.4
45	Cc1ccc(-c2cnc3c(c2)C(=O)N([C@@H](C)CO)C[C@H](C)[C@@H](CN(C)C(=O)Cc2cccnc2)O3)cc1	-16.3	-0.6	32.6	-2.5	5.5	-4.0	0.7	-9.0
46	COCC#Cc1cnc2c(c1)C(=O)N([C@H](C)CO)C[C@H](C)[C@H](CN(C)C(=O)CCN1CCCCC1)O2	13.2	-0.5	-7.2	-1.1	3.9	1.4	-0.3	8.3
47	COc1ccc(-c2cc(C(=O)NCc3ccc(C(F)(F)F)cc3)[nH]n2)c(C)c1	-8.4	0.3	-9.6	2.4	8.9	2.3	6.2	-1.4
48	Cc1cc2nc(-c3ccccc3)c(Cc3cccc(F)c3)n2c(C)c1Br	3.1	0.1	-12.3	1.5	4.6	0.6	1.3	-2.4
49	C[C@H](CO)N1C[C@H](C)[C@@H](CN(C)Cc2ccc(C(=O)O)cc2)Oc2ccc(NC(=O)CCC(F)(F)F)cc2C1=O	5.7	-0.6	1.8	0.9	3.0	1.0	x	-3.9
50	CS(=O)(=O)c1ccc(C(=O)N2CCN(Cc3ccccc3)CC2)cc1	-11.2	0.0	-4.8	-2.3	x	1.0	x	15.5
51	O=C(N/N=C/c1cccc([N+](=O)[O-])c1)c1cccc2cc[nH]c12	6.6	0.2	-9.8	1.3	x	-3.4	x	-0.3
52	COCCN(C[C@H]1N[C@H](CO)[C@@H]1c1ccc(-c2cccc(F)c2)cc1)C(C)=O	-1.8	0.0	-10.9	0.3	-1.3	1.4	0.1	-9.2
53	CCOC(=O)CC1C(=O)NCCN1S(=O)(=O)c1ccc(C)cc1 (configuration not stated)	-5.5	0.0	-11.8	-0.1	-1.0	-0.7	x	-23.1

In a second layout: entries from further up
45. Cc1ccc(-c2cnc3c(c2)C(=O)N([C@@H](C)CO)C[C@H](C)[C@@H](CN(C)C(=O)Cc2cccnc2)O3)cc1
- DENV2 CPE: -16.3
- XiGFP reactiv: -0.6
- RAD52 anneal inh: 32.6
- F508del corr: -2.5
- RAD54 inh: 5.5
- Casp6 inh: -4.0
- E-sel inducer: 0.7
- INS-1E GSIS act: -9.0

46. COCC#Cc1cnc2c(c1)C(=O)N([C@H](C)CO)C[C@H](C)[C@H](CN(C)C(=O)CCN1CCCCC1)O2
- DENV2 CPE: 13.2
- XiGFP reactiv: -0.5
- RAD52 anneal inh: -7.2
- F508del corr: -1.1
- RAD54 inh: 3.9
- Casp6 inh: 1.4
- E-sel inducer: -0.3
- INS-1E GSIS act: 8.3
